PABP1 MLLE inh: blocks PAM2 peptide binding to the PABP1 MLLE domain; P11940; GST-MLLE / FITC-PAM2 fluorescence polarization; inhibition, % at 20 µM; 0.36% of 360,000 active; in the data active means inhibition above about 35%, passing the limit was not always enough;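 further: plate controls were DMSO wells with GST-MLLE for no effect and wells lacking GST-MLLE protein for full effect; some results filed as inactive read as strong as hits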
Target sequence (P11940 whole entry, looked up, the tested form may be a part): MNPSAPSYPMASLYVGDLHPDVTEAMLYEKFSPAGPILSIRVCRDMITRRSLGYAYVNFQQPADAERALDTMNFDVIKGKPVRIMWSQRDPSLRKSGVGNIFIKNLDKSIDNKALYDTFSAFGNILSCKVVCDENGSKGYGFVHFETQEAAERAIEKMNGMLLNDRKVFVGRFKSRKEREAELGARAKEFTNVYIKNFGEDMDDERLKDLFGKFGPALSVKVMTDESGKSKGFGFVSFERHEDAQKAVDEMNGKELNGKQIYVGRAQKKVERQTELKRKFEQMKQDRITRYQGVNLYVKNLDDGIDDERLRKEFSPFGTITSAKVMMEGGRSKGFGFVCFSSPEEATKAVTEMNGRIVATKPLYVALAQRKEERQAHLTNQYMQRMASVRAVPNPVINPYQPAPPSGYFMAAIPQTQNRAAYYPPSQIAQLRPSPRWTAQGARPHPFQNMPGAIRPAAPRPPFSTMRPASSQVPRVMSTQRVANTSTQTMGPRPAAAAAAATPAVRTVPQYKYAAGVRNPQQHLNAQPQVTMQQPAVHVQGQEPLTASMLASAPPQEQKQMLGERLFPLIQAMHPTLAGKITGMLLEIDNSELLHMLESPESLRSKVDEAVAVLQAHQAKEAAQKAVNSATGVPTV
MsrA inhibitor: bovine MsrA inhibition; inhibition, % at 15.5 µM; 0.75% of 360,000 active; purified bovine MsrA, absorbance read-out; AID 651718; in the data active means inhibition above about 4.5%;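 further: 0% = vehicle wells with enzyme and 100% = reference inhibitor wells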
SKN-1 inh: C. elegans SKN-1 inhibition; C. elegans VP596 Pgst-4::GFP/RFP ratio, acrylamide-induced, 24 h; inhibition, % at 21.8 µM; 0.49% of 360,000 active; AID 624304;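 active means interference check ratio from 0.5 to 1.5 plus GFP to RFP signal ratio inhibition reaching or exceeding a fixed threshold, cut at about 30% in these data, passing the limit was not always enough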; further: some compounds called inactive have numbers as strong as hits
FAS TE block: blocks the thioesterase domain of human fatty acid synthase; P49327; recombinant FAS-TE, OMFH fluorogenic substrate, fluorescence endpoint; inhibition, % at 15 µM; 0.67% of 360,000 active; AID 602261;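 active means compounds whose normalised, plate-corrected inhibition of enzyme fluorescence in the single-dose primary screen is 50% or more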;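 further: 0% = DMSO with enzyme and 100% = substrate without enzyme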
MT1-MMP act inh: blocks activation of human MT1-MMP; HT1080 RFP-PRO-GFP cells, GFP/RFP ratio fluorescence, overnight; percent of plate control window, DMSO zero; 0.061% of 360,000 active; AID 651647; P50281; GFP/RFP ratio change, % at 20 µM;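 active means GFP/RFP ratio change of at least 30% with cell ATP level not reduced by more than half and red fluorescence within 50% of control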; further: strong numbers were not always called active
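Compound: 20 µM single dose, 1% DMSO / System: HT1080 RFP-PRO-GFP cells / Controls: DMSO and RFP-L50D-GFP cell wells / Read-out basis: GFP/RFP fluorescence ratio / Schedule: overnight compound exposure at 37 °C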
eLon inh: E. coli protease La inhibition | 0.42% of 360,000 active | purified E. coli Lon protease, fluorescence polarization | AID 602123 | inhibition, % at 7.94 µM | P0A9M0; in the data active means inhibition above about 13%, passing the limit was not always enough;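 further: 0% = enzyme with probe and DMSO and 100% = no enzyme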
TbMetRS inhib: blocks T. brucei methionyl-tRNA synthetase activity. purified T. brucei MetRS, ATP depletion, Kinase-Glo luminescence. inhibition, % at 11.9 µM. 0.4% of 360,000 active;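 active means inhibition above a per-plate cutoff of the control wells' mean inhibition plus 3 SD, cut at about 5.5% in these data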;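 further: 0% = DMSO wells median and 100% = median of wells with control inhibitor compound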
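Assay system: T. brucei methionyl-tRNA synthetase, purified | Medium: HEPES buffer with MgCl2, KCl, DTT, spermine, BSA, pyrophosphatase | Compound: 11.9 µM single point | Incubation: 15 min enzyme-compound preincubation, 2 h reaction, 10 min detection, 25 °C | Measured by: Kinase-Glo luciferase luminescence reporting remaining unconsumed ATP | Measure: % inhibition normalized to control-well medians | Replication: Singlicate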
NRP1-CendR mod: alters CendR peptide binding to human NRP-1. 0.85% of 360,000 active. FAM-RPARPAR peptide binding to NRP-1, fluorescence polarization. inhibition, % at 25 µM. O14786;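 active means inhibition or corrected inhibition above about 18%, plus a signal ratio from 0.5 to 1.5, limit read from the data, passing the limit was not always enough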; further: strong numbers were not always called active
bovine MsrA act: activators of bovine methionine sulfoxide reductase A | activation, % at 10.6 µM | AID 602163 | 0.3% of 360,000 active | purified bovine MsrA, absorbance read-out; in the data active means activation above about 7.5%;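 further: 0% = vehicle and 100% = reference activator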
An asterisk follows results filed as active. This is a random part of the collection. Share with any hit: about 4%.

SMILES,PABP1 MLLE inh,MsrA inhibitor,SKN-1 inh,FAS TE block,MT1-MMP act inh,eLon inh,TbMetRS inhib,NRP1-CendR mod,bovine MsrA act
COc1cccc(N2C(=O)c3cccnc3C2O)c1 (stereo not given),-14,-0.1,8,0,-2,-6,0.0,-3,-3
CCOc1ccc(-n2c(=S)sc3c(=O)n(-c4ccccc4)c(SC)nc32)cc1,0,1.7,-13,26,3,-3,-1.5,10,-7
O=C(NCC(c1ccco1)N1CCCC1)c1ccc(S(=O)(=O)Nc2ccccc2Cl)cc1 (stereo not given),1,-0.2,-15,-4,5,-4,-0.1,-1,-9
CC(C)=CC(=O)Nc1cccc(S(=O)(=O)NC2=NCCCCC2)c1,0,1.1,18,-8,3,-6,0.2,18,-2
COc1cccc(C(=O)Nc2cccc(NC(=O)c3ccccc3Cl)c2)c1,0,-0.1,5,7,2,-1,-1.0,-6,-3
CC(=O)Nc1ccc(/C=C(\C#N)C(N)=O)cc1,2,2.1,10,-5,3,0,0.2,-1,-1
COc1c(C)cccc1C(=O)Nc1ccc(N2CCN(S(C)(=O)=O)CC2)cc1,6,1.2,-22,-2,3,4,-3.2,10,-10
CCCc1[nH]nc2c1C(c1cccc(OC)c1)C(C#N)=C(N)O2 (stereo not given),15,-1.4,2,0,-7,-1,-0.3,14,2
CCc1noc(C)c1C(=O)N1CCN(S(=O)(=O)c2c(C)c(C)cc(C)c2C)CC1,-1,-1.4,7,5,1,-12,0.1,-9,-1
CCCC1=[N+](CC(=O)c2ccccc2)CCn2c(C)ccc21,-12,5.2*,5,-13,-9,-9,0.0,1,-2
COc1ccccc1CN1CCC(n2nccc2NC(=O)CCOc2ccccc2)CC1,-12,-0.3,15,-4,0,-4,-0.3,-12,0
Cc1cccc([C@@H]2[C@@H]3C(=O)N(Cc4ccccc4)C(=O)[C@@H]3[C@]3(Cc4ccc(Cl)cc4)C(=O)N(c4ccc(Br)cc4)C(=O)N23)c1,-13,0.5,17,90*,4,-14,-0.1,11,-2
NC(=O)c1nsc(C(=O)N(Cc2ccco2)C(C(=O)NCc2ccccc2)c2ccc(O)cc2)c1N (stereo not given),3,0.8,-5,-2,-4,-7,-0.4,8,-5
COc1cc(F)ccc1CN1CCC(C(=O)Nc2ccc(Oc3ccccc3)nc2)CC1,-13,-0.1,-8,0,2,-6,0.1,2,-3
CC(NC(=O)c1ccc(CS(C)(=O)=O)cc1)c1ccc(-n2ccnc2)cc1 (stereo not given),5,0.4,3,-4,-6,4,0.2,6,-1
CCCc1nnc(SCC(=O)N2C(C)CCCC2C)n1CCCOC (stereo not given),2,-0.8,-4,-7,-1,2,-1.6,-2,-1
Cc1ccc(NC(=O)c2ccc(OCc3c(C)noc3C)cc2)cc1C,-4,-0.1,-2,17,-3,-1,-0.4,-7,-6
O=C(CSc1nc2ccccc2[nH]1)c1ccco1,-39,0.5,9,-2,2,-10,-0.2,-7,-3
O=C(CN(C(=O)c1ccco1)c1cccc(F)c1)NCc1ccc(F)cc1,0,-1.2,-9,-1,1,-10,0.8,22,-3
Cc1nn(Cc2ccccc2Cl)c2sc(C(=O)NC(C)(C)C)cc12,9,0.1,13,10,3,3,1.0,20,3

Next results follow.
SMILES,PABP1 MLLE inh,MsrA inhibitor,SKN-1 inh,FAS TE block,MT1-MMP act inh,eLon inh,TbMetRS inhib,NRP1-CendR mod,bovine MsrA act
Cn1nnnc1Sc1ncnc2scc(-c3ccc(F)cc3)c12,-45,2.0,-21,-1,-24,-25,0.0,-38,-2
CCOC(=O)N1CCN(c2nc(-c3cccc(OC)c3)cc(C(F)(F)F)n2)CC1,5,-0.6,-7,25,-2,0,-0.5,9,-2
Cc1cc(NC(=O)[C@H](C)NC(=O)c2ccco2)ccc1Br,8,-1.3,13,-2,-1,-11,-1.3,2,-3
CC1(C)CC(=O)C2=C(C1)OC(N)=C(C#N)C2c1ccc2c(c1)OCO2 (stereo not given),7,0.6,11,1,-2,-3,-0.3,-4,-1
CC(C)n1cc(CN2CCN(CCc3ccccc3)C(CCO)C2)cn1 (stereo not given),-11,0.8,-9,-5,3,11,-0.5,-1,-2
COc1ccccc1S(=O)(=O)Cc1ccc(C(=O)NCc2ccc(C)cc2)o1,2,-1.1,-5,0,3,-13,-0.7,2,-5
Cc1ccccc1NC(=O)NC1CCCCCCC1,4,0.4,5,-1,-3,-8,-0.8,14,-7
O=[N+]([O-])c1cc(/C=N/NC(=S)Nc2ccccc2Cl)ccc1Cl,23,1.5,-3,13,0,-2,-0.2,0,-3
CCCC[C@H]1COCCS(=O)(=O)N1Cc1ccc(Br)cc1,-12,0.0,8,23,-1,-1,-0.4,8,-3
Cc1[nH]c2ccccc2c1N=Nc1c(C)n(C)n(-c2ccccc2)c1=O,10,0.2,9,-3,6,0,-0.4,6,-3
Cc1ccc(S(=O)(=O)N2CCOCC2)cc1C(=O)OCC(=O)Nc1ccc2[nH]c(=O)[nH]c2c1,-13,-1.4,19,-4,-5,-17,-0.2,-4,-1
C/C(=N\NC(=O)c1nn(C)cc1Cl)c1ccncc1,12,-0.6,-7,-11,2,-4,-1.1,7,-7
O=C(CCSCc1cccc(Cl)c1)NC1CCCC1,5,0.4,2,12,-2,4,-0.2,-14,-3
COc1ccc(NC(=O)C2C3C=CC4(CN(Cc5cccnc5)C(=O)C24)O3)c(OC)c1 (stereo not given),-2,-2.5,27,-2,1,6,0.0,0,0
COc1ccc2cc(S(=O)(=O)NC3CC(C)(C)NC(C)(C)C3)ccc2c1,7,1.5,1,-2,-3,0,-0.8,5,-6
Nc1[nH]n(-c2ccccc2)c(=O)c1N=Nc1ccc2ncsc2c1,24,2.6,0,17,10,1,-0.1,-6,1
O=S(=O)(c1cc(Cl)c(Cl)cc1Cl)N1CCN2CCCC2C1 (stereo not given),-7,0.9,0,2,-1,2,-0.6,2,-2
COc1ccc(Cl)cc1-c1n[nH]c(=S)n1Cc1ccccc1,-21,0.2,-1,2,-4,1,0.2,7,2
CCc1cc(-c2cnnn2CCc2c[nH]c3ccccc23)ccc1-c1cn(CC(C)C)nn1,-16,-0.7,-9,8,-1,-15,-0.4,-8,-1
Cn1c(=O)c2cc(S(=O)(=O)NC(C(=O)Nc3cccnc3)c3ccccc3)ccc2n(C)c1=O (stereo not given),35,0.0,7,-1,-1,-17,-0.2,-10,-1

Record cards (already shown):
COc1ccccc1S(=O)(=O)Cc1ccc(C(=O)NCc2ccc(C)cc2)o1 reads PABP1 MLLE inh = 2; MsrA inhibitor = -1.1; SKN-1 inh = -5; FAS TE block = 0; MT1-MMP act inh = 3; eLon inh = -13; TbMetRS inhib = -0.7; NRP1-CendR mod = 2; bovine MsrA act = -5
C/C(=N\NC(=O)c1nn(C)cc1Cl)c1ccncc1 reads PABP1 MLLE inh = 12; MsrA inhibitor = -0.6; SKN-1 inh = -7; FAS TE block = -11; MT1-MMP act inh = 2; eLon inh = -4; TbMetRS inhib = -1.1; NRP1-CendR mod = 7; bovine MsrA act = -7

Next part.
SMILES,PABP1 MLLE inh,MsrA inhibitor,SKN-1 inh,FAS TE block,MT1-MMP act inh,eLon inh,TbMetRS inhib,NRP1-CendR mod,bovine MsrA act
O=C(NCCc1ccccc1)c1cccc(NC(=O)C2CCCCC2)c1,11,-1.1,17,2,3,8,0.0,4,-2
Cc1cc(C)n(-c2nc(NCCC(C)C)c3c4c(sc3n2)COC(C)(C)C4)n1,-1,-0.3,4,10,-15,-2,0.1,4,0
Cc1ccc(CN2CCN(Cc3cccn3-c3ccccn3)CC2CCO)cc1 (stereo not given),0,0.2,-2,-3,0,-12,0.2,5,-4
C=CCNC(=O)Nc1ccc2nc(C)sc2c1,4,-0.7,9,-4,2,-2,-1.0,-1,-7
Cc1nnc(SCC(=O)NNC(=O)COc2ccc(Br)cc2)n1C,0,-1.3,-10,-7,2,-9,-0.3,0,-4
COc1ccc(Nc2ncnc3ccc(C)cc23)cc1,-1,0.1,0,-3,-9,-13,0.1,9,-3
CC1=NNC(=O)C1CCC(=O)N/N=C/C(Br)=C/c1ccccc1 (stereo not given),-15,1.4,-1,-16,4,-1,-0.1,-2,-3
O=C(COC(=O)COc1ccccc1[N+](=O)[O-])Nc1ccccc1Br,8,0.0,-5,-6,-5,1,-0.7,7,-9
COc1ccc(N(CC(=O)NN=C2CCN(C)CC2)S(=O)(=O)c2ccccc2)c(OC)c1,2,0.5,-6,-4,0,9,-0.1,2,-2
Cc1cccc2cc(CN(Cc3ccc4c(c3)OCO4)Cc3nnnn3C3CCCC3)c(=O)[nH]c12,-1,0.5,11,16,-10,0,-0.5,2,-2
CC1CCCC(NC(=O)CSc2ncccn2)C1C (stereo not given),-1,-0.7,-9,-1,23,-6,-0.2,3,-11
Cc1ccc(N2C(=O)N3[C@H](c4ccc(Br)cc4)[C@@H]4C(=O)N(C(C)(C)C)C(=O)[C@@H]4[C@]3(C)C2=O)cc1,9,0.4,10,33,-1,-8,-0.1,-15,0
CC(=O)Nc1ccc(SCC(=O)c2cc(C)n(Cc3cccs3)c2C)cc1,19,0.9,20,2,3,1,-2.2,2,-7
CCC(=O)Nc1ccc(S(=O)(=O)N2CCOCC2)cc1,-4,0.2,0,-4,5,-2,0.5,-4,0
COc1ccc2sc(-c3ccc(S(C)(=O)=O)cc3)c(C(=O)NCCc3c[nH]c4ccccc34)c2c1,-4,1.9,9,41,0,-6,-0.1,1,-5
CC1(OC(=O)C2CCCC2)C(=O)C=C2C=C(c3ccsc3)N(C3CCCCC3)C=C2C1=O (stereo not given),-7,0.7,12,-13,-4,14,-0.4,-4,-6
CC(=O)N=c1c(C#N)cc2c(=O)n3ccccc3nc2n1CCCOC(C)C,-6,0.0,-2,13,0,-9,-0.9,-12,-4
COc1cccc2c1O/C(=N\O)C(C(=O)Nc1cccc(Br)c1)C2 (stereo not given),-8,0.5,-11,-43,-3,1,-0.6,6,3
Cc1ccc(C)c(OCCC(=O)OCC(=O)N2c3ccccc3NC(=O)C2(C)C)c1,-93,0.0,19,13,-2,6,-0.1,-3,4
CCOc1ccc(N(CC(=O)N2CCN(C(=O)CN(c3ccc(OCC)cc3)S(C)(=O)=O)CC2)S(C)(=O)=O)cc1,4,0.1,6,-5,-4,3,-1.0,-19,-9

Following part
SMILES,PABP1 MLLE inh,MsrA inhibitor,SKN-1 inh,FAS TE block,MT1-MMP act inh,eLon inh,TbMetRS inhib,NRP1-CendR mod,bovine MsrA act
CCOc1ccccc1NC(=S)N1CCN(c2ccc(OC)cc2)CC1,-94,-0.7,8,5,-3,-3,-0.8,-25,-2
COc1ccc(NC(=O)C2CC(c3ccccc3O)=NO2)cc1OC (stereo not given),-2,-0.5,14,1,2,-4,-1.2,-3,-1
CC(=O)C1C(c2ccc(F)c(F)c2)NC(=O)NC1(O)C(F)(F)F (stereo not given),-7,-0.3,3,-1,5,3,-1.1,11,-6
COc1ccc(-c2cnnn2-c2ccc([N+](=O)[O-])cc2)cc1,-6,-0.4,-14,14,5,0,-0.6,-2,3
CCCc1cc(=O)[nH]c(Nc2ccc(N3CCCCC3)cc2)n1,1,0.5,-6,-1,3,6,0.1,6,1
CCOc1ccc(S(=O)(=O)N2CCCCC2)cc1NC(=O)Cc1ccc(OC)cc1,-5,-0.9,-8,17,-8,4,-0.2,-17,-1
COc1cccc(N2CCN(Cc3ccsc3)CC2)c1,-5,1.0,0,2,5,-2,-0.4,0,2
Oc1c(C(c2ccccc2)N2CCc3ccccc3C2)sc2ncnn12 (stereo not given),26,0.1,2,-41,0,1,-0.2,-13,0

Assay outcomes from PubChem BioAssay.
